# D3 ag: D3 dopamine receptor (human) agonism | AID 652048 | max activation, % | D3R DiscoveRx beta-arrestin cells, luminescence, 90 min | P35462 | hit rate 0.58% among 410,000; in the data active = max activation above about 30%; also: 0% is about no effect; mostly tested at two doses, the higher about 12 µM
# Target sequence (P35462 whole entry, looked up): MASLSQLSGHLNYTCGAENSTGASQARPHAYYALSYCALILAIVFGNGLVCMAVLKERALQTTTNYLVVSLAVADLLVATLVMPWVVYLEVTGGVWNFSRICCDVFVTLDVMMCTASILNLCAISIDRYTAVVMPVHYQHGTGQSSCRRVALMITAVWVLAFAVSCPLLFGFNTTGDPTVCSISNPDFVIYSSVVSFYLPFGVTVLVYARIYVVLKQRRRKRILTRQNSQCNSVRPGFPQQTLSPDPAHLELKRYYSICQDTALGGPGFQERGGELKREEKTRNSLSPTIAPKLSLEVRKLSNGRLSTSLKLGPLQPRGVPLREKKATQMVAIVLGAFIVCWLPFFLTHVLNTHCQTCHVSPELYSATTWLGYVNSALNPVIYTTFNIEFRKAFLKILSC
#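 Agonist mode: compounds and dopamine controls were applied to plated cells for 90 min at 37 degrees C after an overnight attachment at 1500 cells/well. Luminescent read-out followed 30 - 60 minutes at room temperature with DiscoveRx detection reagent.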
# GLP1R cytotox: cytotoxicity in counter-screen for GLP-1R inverse agonists | HEK293 cAMP-luciferase reporter cells, luminescence, 24 h | hit rate 0.13% among 410,000 | Potency, µM (doses to about 38.3 µM), without a hit: top-dose activity change, negative = inhibition, actives largely listed as inhibitors;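 also: loss of luciferase light is scored as toxicity; potency is read from the fitted curve at half-maximal effect; % is scaled to controls: 0 for no effect and ±100 for the full control effect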
#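 Here, cytotoxicity is scored as loss of luminescence. The MLSMR collection was tested on cells seeded in medium containing 10% Nu serum, with a 24 hr compound exposure preceded by 12 hours of culture.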
# aSyn rescue: inhibitors of alpha-synuclein toxicity in yeast | Yeast expressing alpha-synuclein, growth rescue, BacTiter-Glo, 24 h | hit rate 0.14% among 370,000 | Potency, µM (highest dose often 46.1 µM), inactives show at the highest dose growth rescue (activation), actives largely listed as activators; also: potency is read from the fitted curve at half-maximal effect; % of control where 0% means no effect; nearly all actives have a fitted effect of over 65% in size
#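 Galactose-induced alpha-syn yeast (OD600=0.02, raffinose-pregrown) + pinned cpd, 24 hr, 30 deg C; growth by BacTiter-Glo luminescence. Growth restoration scores as activation.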
# PTHR1 ag: PTHR1 (human) receptor agonism; Q03431; HEK293 GP2 PTHR1 cells, GloSensor cAMP luminescence, 1 h; Potency, µM (highest dose often 115 µM), without a hit: top-dose activation, most hits filed as activators; hit rate 0.075% among 410,000; also: potency is read from the fitted curve at half-maximal effect; nearly all actives have a fitted effect of over 55% in size; some results filed as inactive show a strong effect at the top dose; inactives centre near -15; many of its hits are not listed in these tables
#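 HEK-293-derived GP2 cells expressing PTHR1 and a GloSensor cAMP reporter, 3,000/well, plated overnight, given luciferin plus IBMX (each 0.5 mM as added) for 1 h at 37 °C, then compound for 1 h at 37 °C. Luminescence was read after 15 min at room temperature.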
# GLP1R ag: agonists of human GLP-1 receptor; P43220; HEK293 GLP-1R CRE-luciferase, luminescence, 4-6 h; cells express a hypersensitive GLP-1R form; Potency, µM (top dose mostly 45.6 µM), for inactives: at the top dose activation, most hits filed as activators; hit rate 0.007% among 380,000; AID 624172; also: potency is read from the fitted curve at half-maximal effect; % of control where 0% means no effect
# Target sequence (P43220 whole entry, looked up): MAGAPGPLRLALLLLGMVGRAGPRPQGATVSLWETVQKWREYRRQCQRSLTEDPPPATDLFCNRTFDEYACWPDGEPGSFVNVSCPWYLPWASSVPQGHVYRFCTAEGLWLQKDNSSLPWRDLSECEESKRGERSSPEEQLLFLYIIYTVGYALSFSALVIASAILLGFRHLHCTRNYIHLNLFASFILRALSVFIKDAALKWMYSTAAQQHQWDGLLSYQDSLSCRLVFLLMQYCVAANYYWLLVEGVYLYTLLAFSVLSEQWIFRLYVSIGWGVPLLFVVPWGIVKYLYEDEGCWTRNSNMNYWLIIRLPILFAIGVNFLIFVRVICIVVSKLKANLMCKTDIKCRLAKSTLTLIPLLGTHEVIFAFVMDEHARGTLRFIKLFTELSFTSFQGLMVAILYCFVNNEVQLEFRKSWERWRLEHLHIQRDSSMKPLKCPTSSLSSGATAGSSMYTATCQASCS
# DRD3 antagonist: antagonists of human D3 dopamine receptor | max response, negative = inhibition, % | hit rate 2.5% among 360,000 | D3R cells, DiscoveRx beta-arrestin luminescence, antagonist mode; active compounds read low | P35462 | AID 652054; in the data active = max response below about -50%; inconclusive = no clear call, values can overlap the other calls; also: % is scaled to controls: 0 for no effect and ±100 for the full control effect; mostly tested at two doses, the higher about 12 µM
#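 Cells expressing the human receptor were seeded at 1500 cells/well, incubated overnight at 37 degrees C in 5% CO2, then exposed to library compounds with dopamine controls for 90 minutes at 37 degrees C before luminescent detection.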
# GLP-1R inv ag: GLP-1 receptor (human) inverse agonism | P43220 | HEK293 GLP-1R CRE-luciferase, luminescence, 24 h; GLP-1R form is constitutively active | Potency, µM (doses to about 38.3 µM), for inactives: top-dose activity change, negative = inhibition, actives largely listed as inhibitors | hit rate 1.6% among 410,000 | AID 624417; also: potency is read from the fitted curve at half-maximal effect; % is scaled to controls: 0 for no effect and ±100 for the full control effect; nearly all actives have a fitted effect of over 55% in size
#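 Inverse agonists were sought by their lowering of basal cAMP reporter luciferase output in HEK293 cells stably carrying constitutively active human GLP-1R, after 24 h compound treatment.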
# TDP-43 yeast inh: TDP-43 toxicity inhibition in yeast. TDP-43 expressing yeast growth rescue, BacTiter-Glo, 24 h. Potency, µM (series often up to 46.1 µM), for inactives: at the highest dose growth rescue (activation), actives largely listed as activators. hit rate 1.8% among 410,000; also: potency is read from the fitted curve at half-maximal effect; % of control where 0% means no effect; nearly all actives have a fitted effect of over 50% in size
#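 In this qHTS, compounds that restore growth of yeast expressing TDP-43 appear as activators. Cells (OD600=0.02, galactose medium, raffinose-pregrown) are incubated with compound 24 hr at 30 deg C and growth is quantified by BacTiter-Glo.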
# KB-V1 MDR tox: kills drug-selected multidrug resistant KB-V1 cells | KB-V1 MDR cells viability, CellTiter-Glo, 72 h | Potency, µM (top dose mostly 46.1 µM), for the others: at the top dose activity change, negative = cytotoxicity, actives largely listed as cytotoxic | hit rate 3.4% among 400,000; also: potency is read from the fitted curve at half-maximal effect; % is scaled to controls: 0 for no effect and ±100 for the full control effect; nearly all actives have a fitted effect of over 60% in size
#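 KB-V1 MDR subline cells in DMEM (phenol-red free, 10% FBS) exposed to compounds in qHTS concentration series for 72 h at 37 degrees C. Viability read by CellTiter-Glo luminescence; concentration-effect curves fitted after normalization and correction.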
# An asterisk follows results filed as active; i = inactive; ? = inconclusive; / = no result given; [ ] = remark or other dose. Unless noted, calls follow the shape of the dose curve; as a rule, active = well fitted curve in the direction sought with a large enough effect; inconclusive = small, poorly fitted or top-dose-only effect, or another doubt; inactive = no such curve, though single readings can be large; an effect the other way counts as inactive or inconclusive.
Structure	D3 ag	GLP1R cytotox	aSyn rescue	PTHR1 ag	GLP1R ag	DRD3 antagonist	GLP-1R inv ag	TDP-43 yeast inh	KB-V1 MDR tox
Cc1cccn2c(CN(C)CCC3CCCCO3)c(C(=O)N3CCCCC3)nc12 (stereo not drawn)	-6	-3%	-1%	i	12%	7	-14%	-1%	-22%
O=C(CN1C(=O)c2cccc3cccc1c23)N1CCN(Cc2ccc3c(c2)OCO3)CC1	4	43%[activator]	-1%	-21%	-2%	22	?	-5%	?
Cc1ccc(-c2nnc(CSc3nc(C(C)C)nc4sc(C)c(C)c34)o2)cc1	5	1%	-1%	i	6%	6	0%	-4%	-10%
CCN(CC)S(=O)(=O)c1ccc2c(c1)c(=O)c(C(=O)N1CCN(c3ccc(F)cc3)CC1)cn2C	-20	5%	/	-55%[inhibitor]	-1%	/	-13%	-5%	-5%
CCN(C(=O)C(=O)Nc1ccc2nc3n(c(=O)c2c1)CCCCC3)c1ccc(F)cc1	9	3%	/	-36%	/	/	4%	24%	-3%
COC(=O)c1ccccc1NC(=O)CSCC(=O)Nc1ccc(F)cc1	0	2%	4%	i	-8%	-10	0%	-8%	1%
COc1ccc(CCNC(=O)CSc2ccccc2)cc1OC	-8	5%	-1%	-15%	0%	3	9%	-11%	-4%
Cc1ccc(NC(=O)Cn2c(=O)n(-c3ccc(Cl)c(Cl)c3)c(=O)c3c(C)c(C)sc32)c(C)c1	4	1%	/	i	/	/	6%	6%	27%
Cc1ccc(OCCNC(=O)c2ccc3c(c2)OCO3)cc1	-5	2%	11%	-16%	3%	-6	?	0%	-7%
C=CCSc1nnc(NC(=O)c2ccc(N3CCCC3=O)cc2)s1	-4	?	0%	-14%	0%	10	8%	6%	33%
Cc1cccc(OCCCc2c(C)n[nH]c2C)c1	-2	6%	0%	i	3%	18	52%[activator]	-1%	18µM*
Cc1cc(C)nc(Nc2n[nH]c(COc3cccc4ccccc34)n2)n1	-12	-15%	-1%	i	-2%	-17	-16%	1%	?

# Ten of these compounds, set out differently.
# The line under a structure holds: D3 ag	GLP1R cytotox	aSyn rescue	PTHR1 ag	GLP1R ag	DRD3 antagonist	GLP-1R inv ag	TDP-43 yeast inh	KB-V1 MDR tox
- Cc1cccn2c(CN(C)CCC3CCCCO3)c(C(=O)N3CCCCC3)nc12 (stereo not drawn)
→ -6	-3%	-1%	i	12%	7	-14%	-1%	-22%
- O=C(CN1C(=O)c2cccc3cccc1c23)N1CCN(Cc2ccc3c(c2)OCO3)CC1
→ 4	43%[activator]	-1%	-21%	-2%	22	?	-5%	?
- Cc1ccc(-c2nnc(CSc3nc(C(C)C)nc4sc(C)c(C)c34)o2)cc1
→ 5	1%	-1%	i	6%	6	0%	-4%	-10%
- CCN(CC)S(=O)(=O)c1ccc2c(c1)c(=O)c(C(=O)N1CCN(c3ccc(F)cc3)CC1)cn2C
→ -20	5%	/	-55%[inhibitor]	-1%	/	-13%	-5%	-5%
- CCN(C(=O)C(=O)Nc1ccc2nc3n(c(=O)c2c1)CCCCC3)c1ccc(F)cc1
→ 9	3%	/	-36%	/	/	4%	24%	-3%
- COC(=O)c1ccccc1NC(=O)CSCC(=O)Nc1ccc(F)cc1
→ 0	2%	4%	i	-8%	-10	0%	-8%	1%
- COc1ccc(CCNC(=O)CSc2ccccc2)cc1OC
→ -8	5%	-1%	-15%	0%	3	9%	-11%	-4%
- Cc1ccc(NC(=O)Cn2c(=O)n(-c3ccc(Cl)c(Cl)c3)c(=O)c3c(C)c(C)sc32)c(C)c1
→ 4	1%	/	i	/	/	6%	6%	27%
- Cc1ccc(OCCNC(=O)c2ccc3c(c2)OCO3)cc1
→ -5	2%	11%	-16%	3%	-6	?	0%	-7%
- C=CCSc1nnc(NC(=O)c2ccc(N3CCCC3=O)cc2)s1
→ -4	?	0%	-14%	0%	10	8%	6%	33%

# Other records follow:
Structure	D3 ag	GLP1R cytotox	aSyn rescue	PTHR1 ag	GLP1R ag	DRD3 antagonist	GLP-1R inv ag	TDP-43 yeast inh	KB-V1 MDR tox
CC(C)c1ccccc1NC(=O)Nc1ccc(F)cc1F	-15	-3%	-7%	i	-1%	1	?	-17%	-6%
Cc1ccccc1N(C(=O)c1csnn1)C(C(=O)NC(C)(C)C)c1cccs1 (stereo not drawn)	-4	5%	6%	i	6%	4	-16%	-21%	-26%
O=C(Nc1ccc(NC(=O)C2CCCCC2)nc1)c1ccccn1	-6	2%	-10%	-73%[inhibitor]	2%	4	?	-27%	?
COc1ccccc1CNC(=O)c1cc2cc(S(=O)(=O)N3CCCCC3)ccc2n1C	1	-1%	/	i	/	/	?	20%	/
CC(=O)Nc1ccc2c(c1)nc(C)n2-c1ccccc1	-12	-7%	1%	i	-6%	17	21%	-5%	-4%
CCOC(=O)c1ccc(NC(=O)CSc2nc(-c3ccc(F)cc3)cc(C(F)(F)F)c2C#N)cc1	10	5%	/	i	/	/	14%	?	/
COc1ccccc1Nc1ncc(C(C)=O)c(C)n1	3	-4%	1%	-24%[57.5 µM]	-7%	11	45%[activator]	7%	-10%
CCCC(=O)NC(c1ccc(Cl)cc1)c1ccc2cccnc2c1O (stereo not drawn)	20	-12%	?	i	-3%	7	10%	/	?
CCCCOc1ccc(/C=N/NC(=S)Nc2cccc(C)c2C)cc1	-29	-2%	0%	i	-1%	-22	-6%	-9%	?
COC(=O)c1cc(S(=O)(=O)N2CCN(c3ccc(C)cc3C)CC2)cn1C	1	1%	/	-8%	/	/	9%	14%	?
CCOC(=O)N1CCC(NC(=O)CCc2c(C)nc3c(c(C)nn3C(C)(C)C)c2C)CC1	3	-14%	-4%	-3%[57.5 µM]	1%	20	-7%	10%	3.7µM*
CCCN(C)C[C@@H]1OCc2cnnn2CCCC(=O)N([C@H](C)CO)C[C@H]1C	1	-3%	-1%	-10%	-5%	-14	-8%	10%	-11%
Cc1c(C(=O)N2CCC(C)CC2)cccc1[N+](=O)[O-]	4	-7%	4%	i	15%	4	1%	0%	14%
COCCOC(=O)C1=C(C)N=C2SCCC(=O)N2C1c1ccc(C(=O)OC)cc1 (stereo not drawn)	7	13%	0%	-19%[57.5 µM]	2%	-2	9%	13%	4%
CS(=O)(=O)N1CCC(C(=O)NCC2CCCO2)CC1 (stereo not drawn)	0	0%	0%	6%[57.5 µM]	2%	-20	7%	-22%	-3%
CCN(CC(=O)Nc1ccc2c(c1)OCCO2)C(=O)c1ccc(CS(C)(=O)=O)cc1	-6	0%	1%	-3%	14%	10	-9%	-5%	15%
O=C1Cc2ccccc2C(c2ccc(Cl)cc2Cl)N1 (stereo not drawn)	-7	3%	3%	i	-3%	-4	?	14%	?
Cc1cccnc1NC(=O)c1ccc(NS(=O)(=O)c2ccc3[nH]c(=O)[nH]c3c2)cc1	-3	13%	0%	i	0%	-1	7%	10%	24%
COC(=O)c1ccc(NC(=O)c2ccccc2)o1	7	-3%	2%	-13%[57.5 µM]	4%	-19	31%	5%	-8%
COc1ccc(NC(=O)/C=C/c2ccc(C)o2)cc1S(=O)(=O)N1CCOCC1	1	-26%	-5%	-29%	-1%	-12	-2%	-12%	1%
Cn1c(=O)cc(SCC(=O)N2CCN(C(=O)c3ccco3)CC2)c2ccccc21	0	-12%	5%	-6%[57.5 µM]	-2%	8	6%	5%	4%
CC/C(=N/Nc1ccccc1)c1cnnc(-c2ccccc2)n1	10	-22%	-2%	i	0%	-8	?	2%	?
COc1ccc(C(=O)N2CCN(c3ccc(NC(=O)Cc4ccccc4)cc3)CC2)cc1	-3	11%	1%	-39%[inhibitor]	0%	-11	-18%	?	?
COc1ccc(C(=O)N=c2sc3c(C)ccc(OC)c3n2C)cc1	7	7%	-7%	-22%	-4%	20	19%	?	5.8µM*
COC(=O)[C@@]12C[C@@H](CC(=O)NCC3CCCCC3)C(=O)N(Cc3ccco3)C1=CCC(C)(C)C2	8	1%	7%	-31%	/	12	?	21%	?
CCCCOc1ccc(C(=O)Nc2onc3c2CCCC3)cc1	-2	3%	/	-53%[inhibitor]	/	/	-28%	?	-15%
COc1ccc(C(=O)O)cc1S(=O)(=O)N1CCSCC1	7	6%	-7%	-50%[inhibitor]	-5%	11	11%	4%	1%
CCc1nn(CC(=O)N2CCN(c3ccc(OC)cc3)CC2)c(=O)c2cc3occc3n12	34*	3%	-1%	-5%	4%	8	1%	8%	-8%
CCOC(=O)C1=NN(c2ccc(OC)cc2)C(c2ccccc2)CC1=O (stereo not drawn)	2	-24%	2%	1%	2%	0	-19%	1%	?
O=C(NCc1ccccc1)C1c2ccccc2OCC(=O)N1CCc1c[nH]c2ccccc12 (stereo not drawn)	3	-2%	2%	-18%	-1%	3	1%	24%	2%
O=C(Nc1cccc(Cl)c1Cl)c1csc([C@@H]2O[C@H](CO)[C@@H](O)[C@H]2O)n1	-4	-1%	4%	-48%[inhibitor]	3%	11	-12%	10%	6%
O=C(CCC(=O)N1CCCC1)Nc1ccc([N+](=O)[O-])cc1	4	-4%	-1%	-19%	0%	-25	-3%	/	?
COc1ccc(C2=NO[C@@H]3C(=O)N(c4cccc(C)c4C)C(=O)[C@H]23)cc1OC	2	-21%	9%	i	-9%	18	18%	?	-5%
COc1ccccc1/C=C/[C@@H]1C[C@H]2CN(Cc3cccc(Cl)c3)C(=O)[C@]23CCCN13	-17	?	1%	-9%	6%	?	?	-29%	?

# Screens as filed in PubChem BioAssay.

# The list is partial; count on the stated rates, not on these rows.
